Compound activity: PubChem, National Center for Advancing Translational Sciences (NCATS)
Pin1 inh: qHTS Assay to Find Inhibitors of Pin1; actives 0.009% (n = 390,000); Potency, µM (highest dose often 115 µM), without a hit: at the top dose activity, negative = inhibition, hits mostly inhibitors; Pin1 FP peptide displacement, HiFluor488, 10 min; Peptidyl-prolyl cis-trans isomerase NIMA-interacting 1 (Homo sapiens), Q13526; active = well fitted inhibition curve with a large enough effect in the polarisation, with a control signal flat, not every such curve was filed as active; inconclusive = small, poorly fitted or top-dose-only effect, or effect the other way, or a change in a side signal; inactive = no such curve, though single readings can be large or run the other way; the % refers to the polarisation; also: potency is read from the fitted curve at half-maximal effect; % is scaled to controls: 0 for no effect and ±100 for the full control effect
G9a block: qHTS Assay for Inhibitors of Histone Lysine Methyltransferase G9a; Histone-lysine N-methyltransferase EHMT2 (Homo sapiens), Q96KQ7; G9a H3K9 monomethylation, AlphaScreen, 2 h; Potency, µM (series often up to 102 µM), inactives show at the top dose activity, negative = inhibition, hits mostly inhibitors; actives 8.8% (n = 350,000); AID 504332, 2011; also: potency is read from the fitted curve at half-maximal effect; % is scaled to controls: 0 for no effect and ±100 for the full control effect; nearly all actives have a fitted effect of over 75% in size
Target sequence (Q96KQ7 913-1193 limits assumed): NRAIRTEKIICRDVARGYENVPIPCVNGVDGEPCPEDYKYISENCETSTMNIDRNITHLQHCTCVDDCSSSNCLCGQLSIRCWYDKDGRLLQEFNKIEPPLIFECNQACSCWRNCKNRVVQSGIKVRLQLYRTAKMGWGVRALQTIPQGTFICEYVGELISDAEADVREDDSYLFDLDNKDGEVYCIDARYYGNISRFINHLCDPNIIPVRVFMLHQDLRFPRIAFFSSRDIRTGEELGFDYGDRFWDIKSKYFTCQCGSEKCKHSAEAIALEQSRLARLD
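Using a bead-based AlphaScreen, monomethylated H3K9 product from 2 h room-temperature reactions (G9a 20 nM, peptide 500 nM, SAM 20 uM) was detected with 0.5 ug/mL rabbit anti-H3K9me1 antibody.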
GLS inhibitor: qHTS for Inhibitors of Glutaminase (GLS) | Potency, µM (series often up to 45.5 µM), for the others: at the top dose activity change, negative = inhibition, usual class: inhibitors | GLS enzymatic activity, qHTS titration | AID 624170, 2012 | Glutaminase kidney isoform, mitochondrial (Homo sapiens), O94925 | actives 0.21% (n = 410,000); also: potency is read from the fitted curve at half-maximal effect; % is scaled to controls: 0 for no effect and ±100 for the full control effect
Target sequence (O94925 whole entry, looked up, canonical isoform): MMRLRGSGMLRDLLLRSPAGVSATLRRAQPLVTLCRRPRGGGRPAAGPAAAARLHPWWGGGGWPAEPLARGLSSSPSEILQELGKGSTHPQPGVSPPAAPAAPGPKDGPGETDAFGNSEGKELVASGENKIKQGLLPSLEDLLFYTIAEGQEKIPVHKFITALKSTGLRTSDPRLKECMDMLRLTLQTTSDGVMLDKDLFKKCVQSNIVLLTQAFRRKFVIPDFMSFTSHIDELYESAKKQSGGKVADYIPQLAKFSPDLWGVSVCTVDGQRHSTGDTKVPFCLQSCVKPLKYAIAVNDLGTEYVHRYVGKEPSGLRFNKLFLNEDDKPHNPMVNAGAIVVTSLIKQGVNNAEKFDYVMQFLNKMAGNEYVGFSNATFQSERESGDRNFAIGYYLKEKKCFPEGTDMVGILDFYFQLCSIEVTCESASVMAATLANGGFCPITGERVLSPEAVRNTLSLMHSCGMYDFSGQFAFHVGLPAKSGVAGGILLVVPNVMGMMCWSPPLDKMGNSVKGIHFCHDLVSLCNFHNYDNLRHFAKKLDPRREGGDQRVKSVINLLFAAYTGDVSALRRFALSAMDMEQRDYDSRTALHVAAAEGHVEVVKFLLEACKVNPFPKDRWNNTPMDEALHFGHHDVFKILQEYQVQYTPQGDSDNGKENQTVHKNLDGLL
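hKGA in 45 mM KH2PO4 (pH 8.2), 0.02% Tween-20 with compound, then 1mM L-Glutamine (stock as added) plus glutamate oxidase/HRP/Amplex red coupling mix. Fluorescence read initially and after 30 min at RT; signal change reflects glutamate formation.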
BAZ2B block: qHTS Assay for Inhibitors of BAZ2B. Potency, µM (series often up to 114 µM), inactives show at the top dose activity change, negative = inhibition, usual class: inhibitors. actives 4.4% (n = 360,000). AlphaScreen BAZ2B-H3K14Ac peptide displacement. Bromodomain adjacent to zinc finger domain protein 2B (Homo sapiens), Q9UIF8; also: potency is read from the fitted curve at half-maximal effect; % is scaled to controls: 0 for no effect and ±100 for the full control effect; nearly all actives have a fitted effect of over 60% in size
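Complex of BAZ2B and biotin-H3K14Ac (50 nM apiece) forms over 30 min at RT, then faces library compounds up to 110 uM for another 30 min; AlphaScreen beads added, 20 min dark incubation, luminescence read.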
JMJD2A Tudor inh: qHTS Assay for Inhibitors of JMJD2A-Tudor Domain. actives 4.4% (n = 390,000). Potency, µM (titrated, usually from 114 µM), for the others: at the top dose activity change, negative = inhibition, actives largely listed as inhibitors. AlphaScreen JMJD2A-Tudor / H3K4me3 peptide binding. Lysine-specific demethylase 4A (Homo sapiens), O75164; also: potency is read from the fitted curve at half-maximal effect; % is scaled to controls: 0 for no effect and ±100 for the full control effect; nearly all actives have a fitted effect of over 50% in size
Tb PGK inh: qHTS Assay to Find Inhibitors of Phosphoglycerate Kinase. Phosphoglycerate kinase, glycosomal (Trypanosoma brucei brucei), P07378. PGK/GAPDH coupled, Kinase-Glo luminescence, 60 min. Potency, µM (top dose mostly 57.5 µM), without a hit: at the top dose activity change, negative = inhibition, most hits filed as inhibitors. actives 0.043% (n = 380,000). AID 602233, 2012; also: potency is read from the fitted curve at half-maximal effect; % is scaled to controls: 0 for no effect and ±100 for the full control effect; nearly all actives have a fitted effect of over 60% in size
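Recombinant glycosomal PGK reaction used 1,3-bisphosphoglycerate generated in-well by GAPDH (100nM final) in 100mM TEA pH 7.6, 5mM MgCl2, 0.01% Tween-20. After 60 minutes at room temperature, ATP was read by Kinase-Glo Plus luminescence end-point.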
POLH inh: qHTS for Inhibitors of Polymerase Eta; AID 588591, 2011; DNA polymerase eta (Homo sapiens), Q9Y253; Potency, µM (doses to about 114 µM), without a hit: at the top dose activity change, negative = inhibition, usual class: inhibitors; actives 1.2% (n = 390,000); recombinant Pol eta, fluorescent DNA replication assay; also: potency is read from the fitted curve at half-maximal effect; % is scaled to controls: 0 for no effect and ±100 for the full control effect
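Pol eta (10 nM) was preincubated with compounds for 15 min at room temperature, after which fluorescent replication substrate (50 nM final) was added to start the reaction. Fluorescence was read kinetically at 0 and 10 min.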
HP1b chromo inh: HTS for Inhibitors of HP1-beta Chromodomain Interactions with Methylated Histone Tails; Chromobox protein homolog 1 (Homo sapiens), P83916; AlphaScreen HP1-beta / biotin-H3K9me3 peptide binding; Potency, µM (series often up to 114 µM), without a hit: at the highest dose activity change, negative = inhibition, actives largely listed as inhibitors; actives 0.56% (n = 390,000); also: potency is read from the fitted curve at half-maximal effect; nearly all actives have a fitted effect of over 70% in size; inactives centre near 23
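HP1-beta protein (50 nM final) preincubated 30 min at room temperature with biotinylated H3(1-18)K9me3 peptide (50 nM) in PBS pH 7.4, 0.01% Tween-20, then compound added for 30 min. AlphaScreen streptavidin donor/nickel chelate acceptor beads (10 ug/mL final), 30 min dark, luminescence read.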
PI4K2A inh: qHTS for small molecular inhibitors of PI4K2A | AID 1346378, 2018 | actives 0.13% (n = 420,000) | Phosphatidylinositol 4-kinase type 2-alpha (Homo sapiens), Q9BTU6 | purified PI4K2A, ADP-Glo luminescence, 1 h; hits give low values | activity change, negative = inhibition, % at 76.9 µM; in the data active = activity change below about -50%; inconclusive = mostly about -30% to -49%;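 also: -100% = wells without enzyme as full effect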
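PI4K2A activity was measured by ADP-Glo luminescence: enzyme (4 ug/mL stock) and phosphatidylinositol (1.2 mM stock) in Tris pH 7.5/MgCl2/EGTA/Triton X-100 buffer were reacted with ATP (300 microM stock) for one hour at ambient temperature.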
An asterisk follows results filed as active; i = inactive; u = inconclusive; x = not tested or not shown; [ ] = dose if it differs, or a comment. Unless noted, calls follow the shape of the dose curve; as a rule, active = well fitted curve in the direction sought with a large enough effect; inconclusive = small, poorly fitted or top-dose-only effect, or another doubt; inactive = no such curve, though single readings can be large; an effect the other way counts as inactive or inconclusive. Only part of the results is shown, so the mix of outcomes need not match the whole.

SMILES | Pin1 inh | G9a block | GLS inhibitor | BAZ2B block | JMJD2A Tudor inh | Tb PGK inh | POLH inh | HP1b chromo inh | PI4K2A inh
CCn1c(SC(C)C(=O)NCC2CCCO2)nc2ccccc21 (centres undefined) | -1% | 7%[12.7 µM] | 4% | 3% | 7% | i | -9% | -4% | 3
Cc1ccc(C(=O)n2c3ccccc3c3ccccc32)cc1 | -1% | 57%[activator][12.7 µM] | 0% | 82%[activator] | 115%[activator] | 0% | -20% | 174%[activator] | -2
Cc1ccc(S(=O)(=O)N2[C@H](c3cccc(Cl)c3)CC(=O)[C@@H]3CN(S(=O)(=O)c4ccccc4C)[C@H](c4ccc(Cl)cc4)C[C@@H]32)cc1 | x | x | -2% | x | x | -6% | 1% | x | 7
C=CCNC(=O)C1CCN(S(=O)(=O)c2ccc3ccccc3c2)CC1 | -8% | 12% | 1% | -16% | -17% | -3% | -18% | 34% | 6
CCc1ccc(S(=O)(=O)NCCc2cn3cccc(C)c3n2)s1 | 5% | u | -5% | x | -21% | 0% | -6% | 11% | 2
Cc1ccc(-c2nc3ccccn3c2NCc2ccc3c(c2)OCO3)cc1 | 3% | u | 17% | u | 100µM* | -9% | -14% | u | -3
CCC(C)[C@H](NC(=O)N1CC(=O)Nc2ccccc21)C(=O)Nc1ccccc1C (some centres undefined) | -2% | -18% | 0% | -15% | 0% | -1% | -20% | 38% | 0
COc1cccc(C2=CC(c3ccc(N(C)C)cc3)n3nnnc3N2)c1 (centres undefined) | u | u | 23% | -34% | -6% | i | u | 45%[activator] | -2
CCOc1ccc(-c2cc3c(=O)n(CC(=O)NCc4ccc(OC)cc4)ccn3n2)cc1 | 3% | 0%[12.7 µM] | 1% | -10% | u | x | x | 26% | 1
Cc1[nH]nc(SCC(=O)N2CCCC2)c1[N+](=O)[O-] | -6% | 4%[59 µM] | -4% | -7% | -17% | -8% | -3% | 4%[57 µM] | 5
C=CC[C@H](CC(=O)NCCO)C(=O)N[C@@H](COC(=O)[C@@H](CC=C)Cc1ccc(F)cc1)Cc1c[nH]c2ccccc12 | 1% | x | -7% | x | -26% | -10% | -13% | 6% | 4
Cc1ccc(S(=O)(=O)N2CCOCC2)cc1C(=O)N1CCC(Cc2ccccc2)CC1 | 0% | -10% | -2% | -27% | -26% | -4% | u | u | 9
O=C(CSc1nnc(NC(=O)C2CCCCC2)s1)NCc1ccco1 | -9% | 5% | 4% | -10% | -13% | i | -20% | 9% | 17
CCc1c(C)c2ccc(OCC(=O)NCC3CCC(C(=O)O)CC3)cc2oc1=O (centres undefined) | -3% | -5%[12.7 µM] | 1% | 4% | -16% | 8% | -23% | 33% | 2
Cc1ccc(NC(=S)N2CCSC2c2cccs2)cc1 (centres undefined) | 0% | -9% | 0% | -4% | -13% | -8% | 11% | 49%[activator] | 3
O=C(NCc1ccco1)Nc1ccc(Br)cc1Cl | 4% | -8%[59 µM] | -7% | 11% | -11% | -9% | -15% | 39%[activator] | 1
COc1cc(Cl)c(C)cc1NC(=O)CNC(C)c1ccccc1OC (centres undefined) | u | 16% | 6% | x | 8% | -1% | -9% | 34% | 1
Cc1ccccc1Nc1nc(N)nc(COC(=O)CCC(=O)c2ccc(F)cc2)n1 | -1% | -38% | -16% | -21% | -11% | -13% | -22% | 26% | -6
COc1ccc2c(c1)c(C(=O)N/N=C/c1cccs1)c(C)n2C | -4% | 28% | 10% | -16%[57.1 µM] | -22% | -5% | -15% | 42%[activator] | -2
Cc1ccc(C(C)c2c(C)c([N+](=O)[O-])cc(C)c2[N+](=O)[O-])cn1 (centres undefined) | 3% | -1% | -12% | -37% | -28% | -5% | -19% | 8% | 3
Cc1ccccc1-n1c(C)nnc1SCC(=O)NCC1CCCO1 (centres undefined) | -5% | -27% | -2% | -7% | -13% | i | -9% | 28% | 5
Cc1cc2oc(=O)cc(CSc3nc(N)cc(N)n3)c2cc1C | 2% | u | 13% | -8% | -21% | 3% | -13% | 1% | 10
COc1ccc(S(=O)(=O)N2CCCCCC2)cc1C(=O)NC1(C)CCS(=O)(=O)C1 (centres undefined) | -4% | 1% | 1% | -10% | -1% | -3% | -18% | 46%[activator] | 2
O=C(NCc1cccc(Cl)c1)c1ccco1 | -2% | u | 0% | 1% | 6% | 3% | -5% | 32%[activator] | 3
Cn1c(SCC(=O)NCc2ccc3c(c2)OCO3)nc2c(c1=O)SCC2 | 1% | x | 0% | -14% | -18% | -3% | -1% | 18% | -3
Cc1cccc(OCC2CCCN(Cc3nc(C4CC4)no3)C2)c1 (centres undefined) | -1% | 92%[activator] | 5% | 38% | 35% | -5% | -8% | 73%[activator] | 0
Cc1cc(=O)oc2cc(NC(=O)CCOc3ccccc3)ccc12 | 5% | 5% | 6% | 0% | -29% | 11% | 12% | -8% | -1
Cc1cnn(-c2cc(N/N=C/c3cccc(F)c3)ncn2)c1 | 5% | 9%[59 µM] | 11% | -4% | -8% | 6% | -3% | 24% | 1
Nc1nc(Cl)cc(N2CCC(c3cc(-c4ccc(Cl)cc4)n[nH]3)CC2)n1 | 15% | 38%[59 µM] | -1% | -35% | -34% | -5% | -7% | -3% | -9
COc1ccc(OC(C)c2nc3ccccc3[nH]2)cc1 (centres undefined) | 7% | -44%[59 µM] | -3% | -24% | -21% | -8% | -19% | 34% | 1

Filtered by structure: those above containing a furan ring, fused or not.
SMILES | Pin1 inh | G9a block | GLS inhibitor | BAZ2B block | JMJD2A Tudor inh | Tb PGK inh | POLH inh | HP1b chromo inh | PI4K2A inh
O=C(CSc1nnc(NC(=O)C2CCCCC2)s1)NCc1ccco1 | -9% | 5% | 4% | -10% | -13% | i | -20% | 9% | 17
O=C(NCc1ccco1)Nc1ccc(Br)cc1Cl | 4% | -8%[59 µM] | -7% | 11% | -11% | -9% | -15% | 39%[activator] | 1
O=C(NCc1cccc(Cl)c1)c1ccco1 | -2% | u | 0% | 1% | 6% | 3% | -5% | 32%[activator] | 3

Two of these compounds in a different format:
canonical_smiles,Pin1 inh,G9a block,GLS inhibitor,BAZ2B block,JMJD2A Tudor inh,Tb PGK inh,POLH inh,HP1b chromo inh,PI4K2A inh
Cc1cccc(OCC2CCCN(Cc3nc(C4CC4)no3)C2)c1 (centres undefined),-1%,92%[activator],5%,38%,35%,-5%,-8%,73%[activator],0
Cc1cc(=O)oc2cc(NC(=O)CCOc3ccccc3)ccc12,5%,5%,6%,0%,-29%,11%,12%,-8%,-1

Additional entries follow:
SMILES | Pin1 inh | G9a block | GLS inhibitor | BAZ2B block | JMJD2A Tudor inh | Tb PGK inh | POLH inh | HP1b chromo inh | PI4K2A inh
CCOC(=O)c1sc(NC(=O)C2CC(=O)N(c3ccc4c(c3)OCCO4)C2)nc1C (centres undefined) | 3% | u | -1% | u | -16% | 4% | -17% | 35% | 2
CC1CCCCN1CCNC(=O)c1ccc2c(c1)N(Cc1ccccc1F)C(=O)c1ccccc1S2=O (centres undefined) | 0% | 15% | 1% | -16%[57.1 µM] | -25% | -4% | -10% | 18% | -2
Cc1ccc(-c2nc(N/N=C/c3cccnc3)c3ccccc3n2)cc1 | 10% | -8% | 16% | -32% | -28% | -13%[11.5 µM] | -3% | -1% | -10
CCCNC(=O)C(=O)NCc1ccccn1 | 0% | u | -2% | -21% | 3% | 4% | 14% | 12% | -1
Cc1c(-c2nc(N)nc(Nc3ccc(F)cc3)n2)oc2ccccc12 | u | 3%[59 µM] | 2% | 0% | -18% | 7% | u | 16% | -5
CC1CCN(C(=O)Cn2c(SCC(=O)Nc3ccc(F)cc3)nc3ccccc32)CC1 | -13% | 24%[59 µM] | -3% | -12% | -19% | -2% | -14% | -4% | 1
O=[N+]([O-])c1ccccc1S(=O)(=O)c1ccccc1 | 2% | 13% | 9% | -15% | -18% | 0% | -2% | 14% | 2
Cc1cc(NC(=O)c2ccccc2C)n(-c2cccc(F)c2)n1 | -11% | -4% | -1% | 3% | -4% | 2% | 5% | 10% | 0
COc1ccc(S(=O)(=O)N2CCOCC2)cc1NC(=O)CN(C)CC(=O)Nc1cccc(F)c1 | 0% | x | 1% | x | -11% | -4% | -4% | 54%[activator] | -3
COc1cccc(CC(=O)N2CCC(n3nccc3NC(=O)C3CC3)CC2)c1 | 0% | -10% | 9% | -1% | 4% | 9% | -13% | 50%[activator] | 2
